High-throughput results deposited in PubChem BioAssay by National Center for Advancing Translational Sciences (NCATS).
G9a block – qHTS Assay for Inhibitors of Histone Lysine Methyltransferase G9a; Histone-lysine N-methyltransferase EHMT2 (Homo sapiens), Q96KQ7; G9a H3K9 monomethylation, AlphaScreen, 2 h; Potency, µM (top dose mostly 102 µM), without a hit: at the top dose activity, negative = inhibition, most hits filed as inhibitors; 350,000 compounds, 8.8% hits; further: potency means the concentration at half of the fitted maximal effect; on the % scale 0 is the no-effect control and ±100 the full control effect; nearly all actives have a fitted effect of over 75% in size
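G9a (20 nM) was preincubated 15 min with compound, then reacted 2 h at room temperature with 500 nM biotin-H3K9 peptide and 20 µM SAM. Monomethyl-H3K9 detected by AlphaScreen using anti-H3K9me1 antibody.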
JMJD2A Tudor – qHTS Assay for Inhibitors of JMJD2A-Tudor Domain; 390,000 compounds, 4.4% hits; AlphaScreen JMJD2A-Tudor / H3K4me3 peptide binding; Potency, µM (titrated, usually from 114 µM), for inactives: at the top dose activity change, negative = inhibition, most hits filed as inhibitors; Lysine-specific demethylase 4A (Homo sapiens), O75164; AID 504339, 2011; further: potency means the concentration at half of the fitted maximal effect; on the % scale 0 is the no-effect control and ±100 the full control effect; nearly all actives have a fitted effect of over 50% in size
Pin1 inh – qHTS Assay to Find Inhibitors of Pin1. 390,000 compounds, 0.009% hits. Potency, µM (titrated, usually from 115 µM), without a hit: at the top dose activity, negative = inhibition, usual class: inhibitors. Peptidyl-prolyl cis-trans isomerase NIMA-interacting 1 (Homo sapiens), Q13526. Pin1 FP peptide displacement, HiFluor488, 10 min; active means well fitted inhibition curve with a large enough effect in the polarisation, with a control signal flat, not every such curve was filed as active; inconclusive means small, poorly fitted or top-dose-only effect, or effect the other way, or a change in a side signal; inactive means no such curve, though single readings can be large or run the other way; the % refers to the polarisation; further: potency means the concentration at half of the fitted maximal effect; on the % scale 0 is the no-effect control and ±100 the full control effect
GLS inh – qHTS for Inhibitors of Glutaminase (GLS); GLS enzymatic activity, qHTS titration; Potency, µM (top dose mostly 45.5 µM), inactives show top-dose activity change, negative = inhibition, actives largely listed as inhibitors; 410,000 compounds, 0.21% hits; further: potency means the concentration at half of the fitted maximal effect; on the % scale 0 is the no-effect control and ±100 the full control effect
Target sequence (O94925 whole entry, looked up): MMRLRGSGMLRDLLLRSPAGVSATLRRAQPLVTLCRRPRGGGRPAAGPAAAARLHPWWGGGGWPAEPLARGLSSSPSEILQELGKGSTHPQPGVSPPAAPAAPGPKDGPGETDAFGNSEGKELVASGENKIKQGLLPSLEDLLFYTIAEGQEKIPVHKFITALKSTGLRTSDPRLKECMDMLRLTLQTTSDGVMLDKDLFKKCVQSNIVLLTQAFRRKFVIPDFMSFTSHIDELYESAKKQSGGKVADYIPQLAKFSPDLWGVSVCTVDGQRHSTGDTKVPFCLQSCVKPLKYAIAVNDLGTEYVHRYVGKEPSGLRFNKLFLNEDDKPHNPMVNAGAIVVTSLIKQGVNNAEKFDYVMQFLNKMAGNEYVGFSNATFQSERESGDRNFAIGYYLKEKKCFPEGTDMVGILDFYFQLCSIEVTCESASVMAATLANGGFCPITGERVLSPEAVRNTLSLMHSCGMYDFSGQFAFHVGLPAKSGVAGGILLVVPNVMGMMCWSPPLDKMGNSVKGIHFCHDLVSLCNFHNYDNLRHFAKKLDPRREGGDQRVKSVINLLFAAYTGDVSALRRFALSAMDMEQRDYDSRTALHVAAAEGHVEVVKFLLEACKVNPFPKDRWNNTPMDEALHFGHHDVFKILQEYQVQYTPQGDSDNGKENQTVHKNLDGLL
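Assay buffer: 45 mM KH2PO4 pH 8.2, 0.02% Tween-20. hKGA acts on L-glutamine (1 mM solution added); product glutamate is reported by an oxidase/peroxidase Amplex Red coupling, with fluorescence taken at baseline and 30 min.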
PI4K2A inh – qHTS for small molecular inhibitors of PI4K2A; Phosphatidylinositol 4-kinase type 2-alpha (Homo sapiens), Q9BTU6; purified PI4K2A, ADP-Glo luminescence, 1 h; active compounds read low; activity change, negative = inhibition, % at 76.9 µM; 420,000 compounds, 0.13% hits; AID 1346378, 2018; in the data active means activity change below about -50%; inconclusive means mostly about -30% to -49%;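 further: -100% = wells without enzyme as full effect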
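PI4K2A activity was measured by ADP-Glo luminescence: enzyme (4 ug/mL stock) and phosphatidylinositol (1.2 mM stock) in Tris pH 7.5/MgCl2/EGTA/Triton X-100 buffer were reacted with ATP (300 microM stock) for one hour at ambient temperature.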
PGK inhibitor – qHTS Assay to Find Inhibitors of Phosphoglycerate Kinase | PGK/GAPDH coupled, Kinase-Glo luminescence, 60 min | Potency, µM (titrated, usually from 57.5 µM), without a hit: top-dose activity change, negative = inhibition, actives largely listed as inhibitors | 380,000 compounds, 0.043% hits | AID 602233, 2012; further: potency means the concentration at half of the fitted maximal effect; on the % scale 0 is the no-effect control and ±100 the full control effect; nearly all actives have a fitted effect of over 60% in size
Target sequence (P07378 whole entry, looked up): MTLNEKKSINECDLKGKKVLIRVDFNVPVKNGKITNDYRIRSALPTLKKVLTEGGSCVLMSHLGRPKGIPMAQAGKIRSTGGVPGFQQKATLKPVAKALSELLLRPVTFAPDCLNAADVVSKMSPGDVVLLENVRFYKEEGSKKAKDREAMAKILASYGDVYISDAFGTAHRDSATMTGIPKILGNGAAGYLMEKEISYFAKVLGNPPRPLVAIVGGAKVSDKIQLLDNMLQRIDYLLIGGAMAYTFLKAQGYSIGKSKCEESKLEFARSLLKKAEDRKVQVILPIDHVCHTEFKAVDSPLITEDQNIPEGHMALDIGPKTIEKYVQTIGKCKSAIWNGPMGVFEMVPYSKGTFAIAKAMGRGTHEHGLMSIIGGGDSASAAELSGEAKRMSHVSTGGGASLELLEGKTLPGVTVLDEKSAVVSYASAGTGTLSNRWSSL
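Recombinant glycosomal PGK reaction used 1,3-bisphosphoglycerate generated in-well by GAPDH (100nM final) in 100mM TEA pH 7.6, 5mM MgCl2, 0.01% Tween-20. After 60 minutes at room temperature, ATP was read by Kinase-Glo Plus luminescence end-point.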
HP1b binding inh – HTS for Inhibitors of HP1-beta Chromodomain Interactions with Methylated Histone Tails. Potency, µM (doses to about 114 µM), inactives show top-dose activity change, negative = inhibition, hits mostly inhibitors. AlphaScreen HP1-beta / biotin-H3K9me3 peptide binding. Chromobox protein homolog 1 (Homo sapiens), P83916. 390,000 compounds, 0.56% hits; further: potency means the concentration at half of the fitted maximal effect; nearly all actives have a fitted effect of over 70% in size; inactives centre near 23
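Compound inhibition of the preformed complex between 50 nM HP1-beta and 50 nM biotinylated H3K9me3 peptide was read by AlphaScreen. Buffer was PBS pH 7.4 with 0.01% Tween-20. Incubations ran 30 min at room temperature, with 10 ug/mL donor/acceptor beads.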
ERG-DNA inh – qHTS for Small Molecule Inhibitors of the ERG Ets/DNA interaction | Transcriptional regulator ERG (Homo sapiens), P11308 | fluorescence polarization, His-ERG Ets domain / labelled DNA | Potency, µM (highest dose often 76.9 µM), inactives show at the top dose FP activity, negative = inhibition, hits mostly inhibitors | 370,000 compounds, 0.028% hits; active means well fitted inhibition curve with a large enough effect in the polarisation, with a control signal flat; inconclusive means small, poorly fitted or top-dose-only effect, or effect the other way, or a change in a side signal; inactive means no such curve, though single readings can be large or run the other way; the % refers to the polarisation;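 further: polarization taken with two DNA probes labelled with fluorescein and Texas red; potency means the concentration at half of the fitted maximal effect; % of control where 0% means no effect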
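His-tagged ERG Ets domain (1 uM in the protein solution; 300mM KCl, 50mM Tris-HCl, 1mM EDTA, 1mM DTT, pH 7.5) received compound, then a probe mix of 5 nM fluorescein-DNA and 100nM Texas-615-DNA. Fluorescence polarization was read for both dyes.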
BAZ2B inh – qHTS Assay for Inhibitors of BAZ2B | Bromodomain adjacent to zinc finger domain protein 2B (Homo sapiens), Q9UIF8 | AlphaScreen BAZ2B-H3K14Ac peptide displacement | Potency, µM (highest dose often 114 µM), inactives show at the top dose activity change, negative = inhibition, hits mostly inhibitors | 360,000 compounds, 4.4% hits; further: potency means the concentration at half of the fitted maximal effect; on the % scale 0 is the no-effect control and ±100 the full control effect; nearly all actives have a fitted effect of over 60% in size
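AlphaScreen luminescence quantifies BAZ2B engagement of H3K14Ac peptide; the protein and biotinylated peptide are both at 50 nM final, buffer PBS pH 7.4 with 0.01% Tween-20, all steps at room temperature.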
* = called active by the depositor; i = inactive; ? = inconclusive; / = no result given; [ ] = another dose, or the depositor's remark. Unless noted, the call rests on the fitted dose curve; in most records, active means well fitted curve in the direction sought with a large enough effect; inconclusive means small, poorly fitted or top-dose-only effect, or another doubt; inactive means no such curve, though single readings can be large; an effect the other way counts as inactive or inconclusive.

Results follow in this order: G9a block, JMJD2A Tudor, Pin1 inh, GLS inh, PI4K2A inh, PGK inhibitor, HP1b binding inh, ERG-DNA inh, BAZ2B inh
1	NCCc1nnc(SCc2ccccc2F)o1
  14%, -18%, -2%, -1%, 3, -7%, 24%, -5%, -3%
2	CCOC(=O)C(=CNc1cc(C)ccc1-n1cccc1)C(=O)OCC
  -7%[59 µM], -25%, 1%, -15%, 0, -2%, -20%, 5%, -8%
3	Cc1ccccc1-n1ncc2c1CC(C)(C)CC2NC(=O)CN1CCCC1=O (stereo unspecified)
  -1%[0.501 µM], -12%, -4%, 5%, 5, -6%, 9%, 3%, -2%
4	CC(C)C(NC(=O)c1ccccc1F)C(=O)NCCc1ccccn1 (stereo unspecified)
  -45%, -15%, -3%, -9%, 2, i, 21%, 2%, -41%
5	COc1c(C)cc(C(=O)C2CCCN(C(=O)C3=C(C)OCCO3)C2)cc1C (stereo unspecified)
  /, 0%, -4%, -2%, -3, i, 65%[activator], 6%, -7%
6	Cc1ccc(C)c(NC(=O)CCC(=O)NNS(=O)(=O)c2ccc(Cl)cc2)c1
  ?, -2%, 5%, 17%, -1, i, 59%[activator], 17%, 4%
7	COc1ccc(NC2CCCN(C(=O)c3c(C)noc3C)C2)cc1 (stereo unspecified)
  40%, -23%, 0%, 4%, -2, 7%, 24%, -6%, 0%
8	Cc1cccnc1NC(=O)CN1C(=O)COc2ccc(Cl)cc21
  21%, 0%, -5%, -6%, -5, -10%, 46%[activator], -6%, 56µM*
9	CCOC(=O)Cc1c(C)nc2cc(-c3ccc(C)cc3)[nH]n2c1=O
  24%[59 µM], ?, -1%, 15%, 3, -10%, -1%, -8%, -6%
10	O=C(CNC(=O)c1ccccc1Br)NCC(c1ccco1)N1CCCCC1 (stereo unspecified)
  /, -8%, -8%, 10%, -5, 10%, 17%, 7%, /
11	CCOc1ncccc1C(=O)OCCCC(=O)c1ccc(Br)cc1
  -3%[12.7 µM], 104%[activator], -5%, 0%, -1, i, 176%[activator], -7%, 104%[activator]
12	N#CC(C(=S)Nc1ccccc1)c1nc2ccccc2[nH]1 (stereo unspecified)
  7%[59 µM], -29%, 19%, ?, -5, i, 7%, 1%, -6%
13	CCC(C)Sc1cc(C(F)(F)F)c(C(=O)Nc2ccc(Cl)cc2)cn1 (stereo unspecified)
  54%[activator], 30%, -3%, -8%, -2, -9%, 80%[activator], -2%, 12%
14	CCNC(=S)Nc1cc(OCC)c(NC(=O)c2cccs2)cc1OCC
  23%[59 µM], -9%, -2%, -7%, 2, i, 26%, 1%, -3%
15	COC(=O)c1cn(NC(=O)c2cccc(OC)c2)c(=O)c2ccccc12
  -10%[59 µM], -4%, -2%, -3%, 2, -10%, 20%, 2%, 9%[57.1 µM]
16	O=C(Nc1ccc(Cl)c(Cl)c1)OCc1cccnc1
  13%[12.7 µM], 3%, 14%, -4%, -6, 0%, 13%, -2%, 2%
17	CCC(C)[C@H](N)c1nnc(SCC(=O)Nc2cccc(Cl)c2)o1 (stereo partly specified)
  -29%, -36%, -11%, 8%, 5, i, 14%, 1%, -25%
18	Cc1sc2ncnc(Nc3ccc(N4CCOCC4)cc3)c2c1-c1ccccc1
  28µM*, 35µM*, -17%, 8%, -3, -1%, -18%, 8%, ?
19	Cc1c(-c2ccc(Cl)cc2)c(=O)oc2c(CN3CCN(C)CC3)c(O)ccc12
  -11%[59 µM], 0%, -4%, 10%, -1, i, 35%[57 µM], -1%, 8%
20	CCCCOc1ccc(C(=O)N2CCN(c3ncccn3)CC2)cc1
  4%[0.501 µM], -8%, 6%, -2%, 1, 3%, 44%[activator], -1%, -21%
21	COc1ccc(CCNC(=O)c2ccc(CS(=O)Cc3ccc(Cl)cc3)o2)cc1OC (stereo unspecified)
  4%, -9%, 7%, -3%, 3, 8%, 25%, -5%, -2%
22	Cc1ccc(S(=O)(=O)c2cc(C)cc(S(=O)(=O)Nc3ccc(C(=O)O)cc3)c2C)cc1
  13%, -13%, -8%, -4%, 11, i, -2%, 14%, -3%
23	CNC(=S)N(Cc1cccs1)Cc1cc2cc(OC)c(OC)cc2[nH]c1=O
  3%[59 µM], -9%, 5%, 11%, -2, -3%, 18%, -6%, 3%
24	COc1ccc(Br)cc1CNc1ccc(O)cc1
  ?, ?, ?, 43%[activator], -50*, -6%, ?, -18%, 40µM*
25	COc1cccc(/C=N/NC(=O)CNC(=O)/C=C\c2ccccc2)c1O
  78%[activator], -4%, -7%, -2%, -6, -7%, 52%[activator], -7%, -5%
26	CCC1(N(C(C)=O)c2ccc(OC)cc2)C(=O)c2ccccc2C1=O
  18%, -8%, -6%, 12%, 0, -7%, 23%, /, 3%
27	CCN(CC)S(=O)(=O)c1ccc2c(c1)N(CC(=O)NCCc1ccccc1)C(=O)CO2
  -5%[59 µM], -18%, -1%, -7%, -4, /, 12%, 3%, -13%
28	COc1ccc(CN2CCCCCC2)cc1
  /, 1µM*, -6%, 39%[activator], 0, 3%, 24%, 11%, -1%
29	Cc1nc2nc(-c3cccnc3)[nH]n2c(=O)c1Cc1ccccc1
  -43%[12.7 µM], -7%, 3%, -9%, -6, 5%, 26%, 7%, -1%
30	O=C(CCN1C(=O)/C(=C/c2ccc3c(c2)OCO3)SC1=S)Nc1ccc(C(=O)O)cc1
  21%[2.33 µM], 45µM*, ?, -16%, 0, -25%, ?, 64%[activator], 35µM*

Profiles from above:
Cc1cccnc1NC(=O)CN1C(=O)COc2ccc(Cl)cc21 is entered as G9a block: 21%; JMJD2A Tudor: 0%; Pin1 inh: -5%; GLS inh: -6%; PI4K2A inh: -5; PGK inhibitor: -10%; HP1b binding inh: 46%[activator]; ERG-DNA inh: -6%; BAZ2B inh: 56µM*
CCC1(N(C(C)=O)c2ccc(OC)cc2)C(=O)c2ccccc2C1=O is entered as G9a block: 18%; JMJD2A Tudor: -8%; Pin1 inh: -6%; GLS inh: 12%; PI4K2A inh: 0; PGK inhibitor: -7%; HP1b binding inh: 23%; ERG-DNA inh: /; BAZ2B inh: 3%

Going on with the list:
Results follow in this order: G9a block, JMJD2A Tudor, Pin1 inh, GLS inh, PI4K2A inh, PGK inhibitor, HP1b binding inh, ERG-DNA inh, BAZ2B inh
31	c1nc(NC2CCCCC2)c2[nH]cnc2n1
  16%[12.7 µM], 8%, -5%, /, 3, -3%, 32%, -1%, -6%
32	CCOc1ccc(-c2nc(CNC(=O)Nc3ccccc3)c(C)o2)cc1
  18%[59 µM], -1%, -4%, 5%, -3, -9%, 27%, -1%, -5%
33	COc1cccc(-c2ccc3c(c2)C2CC3CCN2C(=O)c2ccc(Cl)cc2)c1 (stereo unspecified)
  /, -13%, 0%, -7%, -3, 0%, 24%, -11%, /
34	O=C(Cn1nc(-c2ccccc2)c2ccccc2c1=O)NCCO
  2%[2.33 µM], -8%, -2%, 3%, -4, -9%, 39%, -4%, 0%
35	COc1ccc(-c2nc3cc(NC(=O)CSc4ccc(C)cc4)ccc3o2)cc1
  4%[59 µM], -8%, 24%, -15%, 6, /, 63%[activator], 2%, -3%
36	CC(=O)Nc1cccc(NC(=O)C2C3C=CC(C3)C2C(=O)O)c1 (stereo unspecified)
  8%, -2%, -9%, 1%, -4, -1%, 43%, -12%, -7%
37	O=C(NCC1CCCO1)C1CCN(S(=O)(=O)c2cccc3nonc23)CC1 (stereo unspecified)
  8%[12.7 µM], 6%, 0%, 2%, 10, 2%, 15%, -7%, 0%
38	O=C(O)CN1C(=O)/C(=C/C=C/c2ccccc2)SC1=S
  ?, -35%, -2%, -8%, -1, /, -12%, 27%, ?
39	COc1cccc(NC(=O)CN(C)C(=O)CN2C(=O)NC3(CCCC3)C2=O)c1
  3%[0.501 µM], -13%, 9%, 4%, 0, 3%, 34%, -4%, -5%
40	C/C(Cl)=C/CSc1nn2c(=O)c3ccccc3nc2s1
  33%[59 µM], 31%, 2%, 2%, -2, 2%, 55%[activator], -3%, 23%
41	CCOc1ccc(N2C(=O)CC(N(Cc3ccco3)C(C)=O)C2=O)cc1 (stereo unspecified)
  /, -2%, 6%, -8%, -4, -2%, 39%[activator], 3%, -38%
42	Cc1ccc(C)c(N2CCN(S(=O)(=O)CC34CCC(CC3=O)C4(C)C)CC2)c1 (stereo unspecified)
  /, 6%, 0%, -10%, 8, -7%, 47%[activator], -12%, 28%
43	CC(C)COc1ccc(C(=O)Nc2nnc(S(=O)(=O)N(C)Cc3ccco3)s2)cc1
  -28%[59 µM], -18%, -1%, -2%, -7, 0%, 11%, 1%, -3%
44	CC(C)CN1C(=O)c2ccc(NC(=O)C3CC3)cc2C1=O
  16%, 2%, 3%, -8%, 7, -1%, 28%, -8%, 0%
